# Screening data (PubChem BioAssay)
# STAT1 inh – STAT1 signaling inhibition | inhibition, % at 5.5 µM | NIH 3T3 STAT1-luciferase reporter, IFN-gamma, luminescence | actives 0.35% (n = 200,000);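 active means inhibition above a set limit, the mean inhibition across all tested compounds plus 3 SD, cut at about 34% in these data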;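 further: 0% = IFN-gamma with DMSO and 100% = IFN-gamma with 300 µM nifuroxazide; values of inactives mirror those of a sister screen read the other way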
# PPARg SRC1 recr – PPARgamma-driven SRC-1 recruitment agonism. P37231. PPARgamma-SRC-1 coactivator recruitment biochemical assay. activation, % at 8 µM. actives 0.41% (n = 200,000). AID 631; in the data active means activation above about 19%;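 further: 0% = DMSO and 100% = reference agonist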
# STAT3 blocker – reduces IL-6 driven STAT3 reporter signal. U3A cells, IL-6 STAT3-luciferase reporter, luminescence; host cell line lacks STAT1. actives 0.89% (n = 190,000). inhibition, % at 5.5 µM;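 active means inhibition above the mean inhibition across all screened compounds plus 3 SD, cut at about 44% in these data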;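 further: 0% = DMSO only wells and 100% = 100 µM nifuroxazide control wells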
# ROMK primary – modulators of human ROMK potassium channel | P48048 | Tet-inducible ROMK, thallium flux fluorescence; actives lie on both sides | B-score at 10 µM | actives 2% (n = 130,000) | AID 1918;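 active means signal ratio slope over the read window, or its plate-corrected B-score, at least 3 SD from the plate mean, either direction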;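 further: B-score of the F/F0 ratio slope over 7 to 12 s after thallium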
# Target sequence (P48048 whole entry, looked up): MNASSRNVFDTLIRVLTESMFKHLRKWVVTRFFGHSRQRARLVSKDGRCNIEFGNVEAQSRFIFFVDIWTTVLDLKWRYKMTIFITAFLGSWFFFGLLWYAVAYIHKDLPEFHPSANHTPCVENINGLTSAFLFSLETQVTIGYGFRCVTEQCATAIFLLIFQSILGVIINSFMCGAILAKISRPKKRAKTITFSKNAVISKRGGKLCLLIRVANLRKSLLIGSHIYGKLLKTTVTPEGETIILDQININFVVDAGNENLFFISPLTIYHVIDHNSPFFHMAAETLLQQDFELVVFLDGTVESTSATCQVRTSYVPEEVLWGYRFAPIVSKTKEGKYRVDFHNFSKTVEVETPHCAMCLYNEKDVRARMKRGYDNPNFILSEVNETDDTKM
# PPARg SRC-3 ag – promotes SRC-3 coactivator recruitment by human PPARgamma. P37231. biochemical PPARgamma/SRC-3 coactivator recruitment assay. activation, % at 8 µM. actives 0.26% (n = 200,000); in the data active means activation above about 23%;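 further: 0% = DMSO and 100% = reference agonist; some compounds past the cut are filed as inactive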
# TNAP act hi DEA – activators of human TNAP at high phosphate acceptor concentration; P05186; purified TNAP, CDP-star luminescence, 1 M DEA, 30 min; hits give high values; 0 = EDTA background, 1 = DMSO-only activity; activation factor at 20 µM; 200,000 tested, under 10 active;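 active means activation factor at least 2 at 20 µM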
# Target sequence (P05186 whole entry, looked up): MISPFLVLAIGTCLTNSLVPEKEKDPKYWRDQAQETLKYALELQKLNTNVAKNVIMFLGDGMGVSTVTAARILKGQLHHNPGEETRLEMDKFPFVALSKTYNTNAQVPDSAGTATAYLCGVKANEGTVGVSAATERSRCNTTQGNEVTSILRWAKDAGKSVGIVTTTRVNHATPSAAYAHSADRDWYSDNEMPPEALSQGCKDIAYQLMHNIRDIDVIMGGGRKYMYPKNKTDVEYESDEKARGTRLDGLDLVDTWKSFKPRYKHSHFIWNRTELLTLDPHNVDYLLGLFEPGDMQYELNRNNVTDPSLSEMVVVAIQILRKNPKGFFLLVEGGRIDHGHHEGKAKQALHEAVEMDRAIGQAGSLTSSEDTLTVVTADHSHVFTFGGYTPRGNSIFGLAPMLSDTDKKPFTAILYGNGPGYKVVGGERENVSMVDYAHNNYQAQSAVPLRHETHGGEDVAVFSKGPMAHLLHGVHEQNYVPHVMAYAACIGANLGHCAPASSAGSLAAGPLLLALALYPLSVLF
#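 Measured by: Luminescent substrate turnover signal | Test system: Human TNAP | Input: TNAP 1/800 final | Dosing: 20 µM single point | Schedule: 30 min, room temperature | Controls: EDTA wells as negative control, DMSO wells as positive control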
# TR-FRET SRC-2 ct – counter-screen for PPARgamma SRC-2 recruitment agonists: TR-FRET artefact | hits give high values | actives 0.4% (n = 200,000) | TR-FRET ratio at 8 µM | AID 1049; in the data active means TR-FRET ratio above about 2000; further: inactives centre near 1500
# STAT3 activator – activators of IL-6 induced STAT3 signaling. U3A cells, IL-6 STAT3-luciferase reporter, luminescence; 100% = signal with IL-6 EC80 alone. activation (% of control), % at 5.6 µM. actives 0.91% (n = 190,000). AID 871;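 active means activation above the screen-wide mean of compound activation plus 3 SD, cut at about 130% in these data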;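 further: 0% = background luminescence of wells with medium and substrate only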
#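 Test system: Human STAT1-deficient U3A cells with stable STAT3-luciferase reporter | Also added: Interleukin-6, 33 ng/mL | Timing: Compound pre-incubation 1 h before IL-6, then 6 h stimulation at 37 °C | Technique: Luciferase reporter luminescence | Read-out: Percent of IL-6-only median luminescence | Benchmarks: IL-6-only wells as 100% reference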
# bIAP inhibitor – blocks bovine intestinal alkaline phosphatase activity | purified bovine IAP, CDP-star luminescence, 30 min | inhibition, % at 20 µM | 190,000 tested, under 10 active;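 active means over 50% inhibition of intestinal alkaline phosphatase at 20 µM in the single-dose screen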
#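 System: purified bovine intestinal alkaline phosphatase (IAP) enzyme; Input: IAP diluted 1/65,000,000 in the well; Measured by: CDP-star luminescence signal; Compound dosing: 20 µM single dose; Incubation: 30 min reaction at room temperature.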
# bIAP act – increases bovine intestinal alkaline phosphatase activity; purified bovine IAP, CDP-star luminescence, 30 min; hits give high values; fold of DMSO-control signal, blank-subtracted; activation factor at 20 µM; actives 0.17% (n = 200,000); AID 1016;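 active means activation factor of 2 or more at 20 µM, a signal rise over negative controls twice the positive control's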
# PPARg SRC-2 ag – promotes SRC-2 coactivator recruitment by human PPARgamma. actives 0.34% (n = 200,000). activation, % at 8 µM. PPARgamma LBD-SRC-2 recruitment, biochemical; in the data active means activation above about 22%;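 further: 0% = vehicle and 100% = reference agonist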
# Numbers without * were called inactive; nt = not tested or not shown. Compounds as they come; any-hit rate near 3.7%.
SMILES	PPARg SRC1 recr	bIAP inhibitor	PPARg SRC-2 ag	TR-FRET SRC-2 ct	STAT1 inh	bIAP act	STAT3 blocker	PPARg SRC-3 ag	TNAP act hi DEA	STAT3 activator	ROMK primary
CCc1cc(SC#N)cc(C)c1N	3	-10	-8	1799	8	1.1	-3	6	1	103	0.0015
O=[N+]([O-])c1ccc(N/N=C2/CCCCC2c2ccccn2)c([N+](=O)[O-])c1 (stereo unspecified)	4	3	1	1564	0	1	1	-2	1	100	nt
Cc1c(C(=O)NC(C)c2ccccc2)c(-c2ccccc2)nn1-c1ccccc1 (stereo unspecified)	-7	-5	-1	1424	7	1	20	-4	1	85	nt
C=CCn1c(CSCc2ccccc2)nnc1SCC(=O)NCc1ccccc1	-1	-7	6	1503	10	1.1	-3	3	1	103	nt
N=c1c(S(=O)(=O)c2ccccc2)cc2c(=O)n3ccccc3nc2n1Cc1ccco1	2	3	-2	1447	0	1	-4	5	1	107	0.69
COc1ccc(C(=O)N/N=C/c2cc3ccccc3[nH]c2=O)cc1	14	-14	9	1695	-10	1.1	25	8	1	83	1.8
CC(C)c1nnc(SCC(=O)NCc2ccco2)n1C	-5	12	3	1532	6	0.9	1	-2	1	103	nt
CCCCN(C(=O)CNC(=O)c1cccs1)C(C(=O)NC1CCCCC1)c1cccnc1 (stereo unspecified)	2	4	3	1430	-4	1	5	-5	1	98	-0.23
O=C(C(c1ccccc1)c1ccccc1)N1CCN(Cc2ccccn2)CC1	9	3	12	1724	9	1	7	6	1	97	0.65
CC(=O)NC12CC3CC(C1)CC(C(=O)OCC(=O)c1ccc4c(c1)OCCO4)(C3)C2	9	0	16	1662	-67	1	-9	2	1	111	-0.021
Cc1occc1C(=O)Nc1cccc(/C=C/C(=O)O)c1	-9	nt	-7	1424	-3	nt	-1	-8	nt	105	nt
COc1ccccc1N1CCN(c2cc(=O)n(Cc3ccc(F)cc3)c(=O)[nH]2)CC1	7	6	5	1531	-4	0.9	21	5	1	87	nt
Cc1ccc(CNC(=O)C(CCC(N)=O)NC(=O)OCc2ccccc2)cc1 (stereo unspecified)	2	-7	-10	1438	3	1.1	-1	0	1	103	-0.017
Cc1cccnc1NC(=O)Cn1nc(-c2ccccc2)oc1=S	3	11	-1	1570	-19	0.9	6	-3	1.1	98	-0.17
CCOC(=O)C1C(CC)NC(=S)NC1(C)O (stereo unspecified)	5	4	4	1743	6	1	15	7	1	91	-0.098
C/C(CC(=O)NCc1ccco1)=N\NC(=O)COc1ccc(C)cc1	9	19	2	1558	-1	0.8	6	2	1	95	-0.41
O=C(Nc1ccccc1[N+](=O)[O-])C1C(c2ccccc2)=C1c1ccccc1	-10	0	0	1645	1	1	9	-1	1	102	nt
Cc1[nH]n(-c2ccccc2)c(=O)c1/C=N/N1C(=O)c2cccc3cccc(c23)C1=O	1	4	-1	1559	-10	1	0	2	1	100	0.22
O=C(NCCOC(=O)c1ccc(S(=O)(=O)N2CCOCC2)cc1)c1cccnc1	2	3	2	1764	-5	1	4	0	1	100	-0.042
CCOc1ccc(C(CC(=O)O)NC(=O)COc2ccccc2OC)cc1OC (stereo unspecified)	1	8	4	1531	1	0.9	7	-4	1.1	98	0.76
CCCCN(C)S(=O)(=O)c1ccc(C(=O)N=c2sc3cc(NC(C)=O)ccc3n2C)cc1	-2	1	1	1615	-8	1	7	-2	1	94	0.21
NC(CC(=O)NC(c1ccccc1)(c1ccccc1)c1ccccc1)C(=O)O (stereo unspecified)	17	-7	4	1710	-1	1.1	12	2	1	99	-0.16
Cc1cc(-c2nn(-c3ccccc3)cc2/C=C2\SC(N)=NC2=O)ccc1OC(C)C	4	-1	8	1696	-10	1	-4	7	1	106	-0.25
CCOC(=O)Cc1csc(NC(=O)CCS(=O)(=O)Cc2ccccc2)n1	1	4	4	1539	-8	1	2	-3	1.1	98	nt
CNC(=O)c1sc(-c2cccnc2)nc1C	7	-6	13	1629	2	1.1	10	12	1.1	96	nt
COc1ccccc1NS(=O)(=O)c1cccc(C(=O)N/N=C/c2ccc(N3CCOCC3)cc2)c1	-1	21	-6	1581	3	0.8	10	-2	1.1	91	nt
O=C(Oc1ccccc1)c1ccccc1OS(=O)(=O)c1ccccc1	6	nt	-1	1554	-2	0.5	-1	-4	1	99	-0.62
COC(=O)c1ccc(Cl)c(NC(=O)CN2CCN(Cc3ccccc3)CC2)c1	-1	5	6	1499	2	0.9	2	5	1	102	nt
Cc1c(NC(=S)NC(=O)C2CCCCC2)c(=O)n(-c2ccccc2)n1C	4	3	1	1664	-1	1	1	-1	1	103	0.89
Cc1cc(NC(=O)C2(c3ccccc3)CCCC2)no1	0	12	0	1371	2	0.9	0	-11	1	104	nt

# The list goes on.
SMILES	PPARg SRC1 recr	bIAP inhibitor	PPARg SRC-2 ag	TR-FRET SRC-2 ct	STAT1 inh	bIAP act	STAT3 blocker	PPARg SRC-3 ag	TNAP act hi DEA	STAT3 activator	ROMK primary
CC(C)CN(C(=O)c1ccco1)c1nc2ccccc2s1	-5	3	-2	1444	-7	1	12	-8	1	96	0.44
CCC(C)C(NC(=O)OC(C)(C)C)C(=O)NC(C(=O)N1CCCC1C(N)=O)C(C)CC (stereo unspecified)	12	1	2	1519	2	1	6	6	1.1	100	nt
CCOC(=O)c1c(C)nc2c(c1-c1ccccc1)C(=O)CC(C)(C)C2	-4	-6	1	1607	7	1.1	23	9	1	89	nt
COc1ccc(CN(C)C(=S)Nc2ccc(Cl)cc2)cc1	2	39	6	1689	5	0.6	8	3	1	97	-0.67
CCOC(=O)c1cnc(SCC(=O)Nc2cc(C(F)(F)F)ccc2N2CCOCC2)nc1N	0	7	2	1567	-7	0.9	2	2	1	99	nt
CC(C)(C)c1ccc(C(=O)c2c[nH]c(C(=O)NCCCn3ccnc3)c2)cc1	-5	23	6	1728	5	0.8	18	-5	1	94	nt
Cc1cc(-c2nnc(CCC(=O)NC(C)c3ccccc3Cl)o2)no1 (stereo unspecified)	3	-9	0	1684	3	1.1	0	2	1	100	-0.2
COc1ccccc1C(=O)N/C(=C\c1ccc(Br)cc1)C(=O)NCC(=O)O	8	24	-1	1691	-9	0.8	-8	-1	1	105	0.68
O=C(CSc1ncccn1)N1CCN(C(=O)CSc2ncccn2)CC1	12	38	0	1761	-2	0.6	-1	3	1	104	-0.35
CCCCOC(=O)C1=C(C)Nc2ncnn2C1c1ccc(OCC)c(OC)c1 (stereo unspecified)	0	-4	-6	1382	-3	1	8	-4	1.1	102	nt
COc1ccccc1CNC(=O)CCN1C(=O)COc2ccccc21	7	7	9	1606	-1	0.9	12	0	1	96	0.64
CN1CCN(C(=O)c2ccc3c(=O)n(Cc4ccc(Cl)cc4)c(=S)[nH]c3c2)CC1	2	-4	-6	1661	5	1	1	-11	1	101	-0.65
Cc1nn(C)cc1C(=O)/C=C/c1ccc([N+](=O)[O-])cc1	-5	8	0	1620	15	0.9	4	0	1	98	-1.3
N#CC1=C(N)Oc2n[nH]c(CSc3ccccc3)c2C12C(=O)Nc1ccccc12 (stereo unspecified)	0	-1	3	1282	-1	1	1	3	1	102	nt
CCCC12CN3CC(C)(CN(C1)C3c1ccco1)C2=O (stereo unspecified)	5	12	0	1674	5	0.9	-2	-2	1.1	102	-1.8
CCCCCC1CC(=O)N(Cc2ccccc2)C(=O)N1 (stereo unspecified)	4	4	-5	1556	12	1	10	-5	1	99	nt
CCOC(=O)c1sc(NC(=O)Cc2ccc(F)cc2)nc1C	0	-11	10	1702	-8	1.1	13	2	1	91	nt
[O-]/[N+](=C\c1cccc(Br)c1)c1ccccc1	6	-18	16	1640	-5	1.2	17	-1	1	87	-0.025
CC(C)(C)c1ccc(NC(=O)COC(=O)CCN2C(=O)c3cccc([N+](=O)[O-])c3C2=O)cc1	1	15	2	1548	0	0.9	4	0	1	99	nt
NC[C@@H]1O[C@H](O[C@H]2[C@@H](O)[C@H](O[C@@H]3[C@@H](O)[C@H](N)C[C@H](N)[C@H]3O[C@H]3O[C@H](CO)[C@@H](O)[C@H](O)[C@H]3N)O[C@@H]2CO)[C@H](N)[C@@H](O)[C@@H]1O	-1	7	-1	1524	nt	0.9	nt	4	1.1	nt	nt
Cc1ccc(C(=O)COC(=O)c2cnccn2)cc1	4	4	0	1475	-9	1	1	-3	1	106	nt
O=C(Nc1ccc(Cl)cc1)C(c1ccccc1)N(CCO)CCO (stereo unspecified)	-1	13	6	1578	-8	0.9	-3	-8	1.1	105	1.1
CCOC(=O)c1cnc2ccc(Cl)cc2c1NCCN(C)C	-2	-20	7	1512	-1	1.2	-6	11	1	107	nt
Cc1cc(-c2ccccc2)n(-c2ccc(C(N)=O)cc2)n1	2	37	5	1545	12	0.6	0	2	1	99	nt
CCOCCCNC(=O)C1CCN(S(=O)(=O)N2CCCC2)CC1	-2	5	1	1454	-2	0.9	4	1	1	104	-0.41
Clc1ccc(-c2nnc3n2CCCCC3)cc1	-3	6	4	1469	-3	0.9	12	-8	1	94	0.36
O=C(COC(=O)CNC(=O)C1CCCCC1)Nc1ccc2ccccc2c1	-2	10	0	1524	-10	0.9	-8	1	1	110	nt
O=c1c2ccccc2cnn1Cc1n[nH]c(=S)n1-c1ccc(F)c(Cl)c1	0	4	11	1643	-2	1	10	7	1	97	-0.91
Fc1c(F)c(F)c(CSc2nc3ccccc3[nH]2)c(F)c1F	2	23	2	1602	-11	0.8	14	0	1	90	-0.91
CN(C)c1ccc(/C=N/NC(=O)CN2CCN(c3ccc(F)cc3)CC2)cc1	7	29	6	1644	-3	0.7	8	-4	1	97	0.49
CCn1c(SCC(=O)N2CCN(c3ccccc3)CC2)nnc1-c1ccncc1	-7	15	4	1500	-4	0.8	3	2	1	100	0.62

# Gathered by group: the compounds so far with a COOH group
SMILES	PPARg SRC1 recr	bIAP inhibitor	PPARg SRC-2 ag	TR-FRET SRC-2 ct	STAT1 inh	bIAP act	STAT3 blocker	PPARg SRC-3 ag	TNAP act hi DEA	STAT3 activator	ROMK primary
Cc1occc1C(=O)Nc1cccc(/C=C/C(=O)O)c1	-9	nt	-7	1424	-3	nt	-1	-8	nt	105	nt
CCOc1ccc(C(CC(=O)O)NC(=O)COc2ccccc2OC)cc1OC (stereo unspecified)	1	8	4	1531	1	0.9	7	-4	1.1	98	0.76
NC(CC(=O)NC(c1ccccc1)(c1ccccc1)c1ccccc1)C(=O)O (stereo unspecified)	17	-7	4	1710	-1	1.1	12	2	1	99	-0.16
COc1ccccc1C(=O)N/C(=C\c1ccc(Br)cc1)C(=O)NCC(=O)O	8	24	-1	1691	-9	0.8	-8	-1	1	105	0.68
